# Assay outcomes from PubChem.
# PLAP act – activators of human placental alkaline phosphatase; P05187; activation fold at 20 µM; purified PLAP enzyme, luminescent substrate read-out; stronger effect = higher value; AID 696; hit rate 1.2% among 96,000; in the data active = activation fold above about 2
# CYP2C9 act – activators of human CYP2C9; P11712; hit rate 1.4% among 96,000; recombinant CYP2C9, luciferin-H conversion, luminescence; stronger effect = higher value; factor 1 = untreated enzyme, 0 = blocked; activation factor at 5 µM; AID 1024;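 active = activation factor of 2 or more for CYP2C9 at a 5 µM dose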;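 note: 0 = sulfaphenazole-blocked wells and 1 = vehicle-only wells; values of inactives mirror those of a sister screen read the other way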
# CYP2C9 inhib – human CYP2C9 inhibition. inhibition, % at 5 µM. AID 777. P11712. hit rate 20% among 96,000. CYP2C9 Supersomes, luciferin-H conversion, luminescence;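 active = blocking of liver enzyme CYP2C9 beyond about 50% at 5 µM, limit read from the data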; note: values of inactives mirror those of a sister screen read the other way
# CYP2C19 inhib – blocks human cytochrome P450 2C19; inhibition, % at 5 µM; hit rate 21% among 96,000; CYP2C19 Supersomes, luciferin-H EGE luminescence, 30 min;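 active = CYP2C19 inhibition above a set limit at 5 µM in the primary screen, cut at about 50% in these data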;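 note: plate controls were negative control wells for no effect and 2.5 mM tranylcypromine positive control for full effect; values of inactives mirror those of a sister screen read the other way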
# Rev-RRE block – disrupts HIV-1 Rev binding to RRE RNA | P05866 | Rev peptide-RRE RNA binding, FRET | inhibition, % at 8 µM | hit rate 0.79% among 97,000 | AID 704;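 active = inhibition above the screen-wide mean plus 3 SD, cut at about 35% in these data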;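 note: 0% = median DMSO wells and 100% = median Neomycin B control wells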
#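 assay system = Cy5-tagged RRE RNA duplex with fluorescein-tagged Rev peptide | incubation = 5 + 15 min at 25 °C | also added = labelled Rev peptide | measure = % inhibition of FRET ratio versus controls | benchmarks = DMSO wells as 0% and neomycin B wells as 100% inhibition | measured by = FRET fluorescence readout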
# EphB4 antag – antagonists of human EphB4-ephrin-B2 interaction; AID 720; EphB4 LBD / TNYL-RAW-Alexa532 peptide, fluorescence polarization; hit rate 0.15% among 97,000; inhibition, % at 7 µM; P54760;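 active = inhibition above the screen-wide mean inhibition plus 3 SD, cut at about 15% in these data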;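 note: 0% = DMSO wells and 100% = excess unlabeled TNYL-RAW peptide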
# Target sequence (P54760 whole entry, looked up, the tested form may be a part): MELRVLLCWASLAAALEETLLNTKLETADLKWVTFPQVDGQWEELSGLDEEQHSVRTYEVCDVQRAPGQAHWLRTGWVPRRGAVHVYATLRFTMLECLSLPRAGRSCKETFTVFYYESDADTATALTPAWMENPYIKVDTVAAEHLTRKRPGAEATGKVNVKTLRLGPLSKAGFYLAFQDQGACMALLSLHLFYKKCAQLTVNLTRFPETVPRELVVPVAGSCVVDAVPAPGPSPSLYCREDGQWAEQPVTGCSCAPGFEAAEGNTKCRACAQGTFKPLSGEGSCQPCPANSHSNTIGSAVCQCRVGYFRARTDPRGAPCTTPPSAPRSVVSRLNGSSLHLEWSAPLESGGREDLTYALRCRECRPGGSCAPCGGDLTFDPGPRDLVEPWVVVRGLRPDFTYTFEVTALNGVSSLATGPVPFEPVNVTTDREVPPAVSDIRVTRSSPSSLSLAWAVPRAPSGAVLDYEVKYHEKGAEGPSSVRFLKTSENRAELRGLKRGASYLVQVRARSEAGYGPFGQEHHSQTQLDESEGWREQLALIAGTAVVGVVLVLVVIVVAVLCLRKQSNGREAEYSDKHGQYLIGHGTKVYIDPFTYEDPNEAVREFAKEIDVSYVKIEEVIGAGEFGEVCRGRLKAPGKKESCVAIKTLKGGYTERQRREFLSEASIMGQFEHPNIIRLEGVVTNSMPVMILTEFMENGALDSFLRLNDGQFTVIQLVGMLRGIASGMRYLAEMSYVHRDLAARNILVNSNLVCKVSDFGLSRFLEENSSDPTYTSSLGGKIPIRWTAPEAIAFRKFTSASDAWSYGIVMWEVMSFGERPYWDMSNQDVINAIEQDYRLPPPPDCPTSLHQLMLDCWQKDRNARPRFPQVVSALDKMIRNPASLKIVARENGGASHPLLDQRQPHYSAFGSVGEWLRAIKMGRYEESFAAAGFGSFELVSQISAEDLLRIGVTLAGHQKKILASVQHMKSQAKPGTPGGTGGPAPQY
# PLK1 inh – blocks human PLK1 kinase activity. recombinant PLK1 kinase, TR-FRET peptide phosphorylation. inhibition, % at 10 µM. hit rate 0.53% among 97,000. AID 619;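 active = inhibition of 50% or more in the single-concentration screen; inactive = inhibition below 50%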;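 note: 0% = DMSO max control and 100% = H-89 dihydrochloride min control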
# PLK1 PBD inh – inhibitors of human Plk1 polo box domain binding; hit rate 0.13% among 97,000; Plk1 PBD phosphopeptide binding, fluorescence polarization; P53350; inhibition, %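 (tested at about 20 µM)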; in the data active = inhibition above about 34%, passing the limit was not always enough
# CYP2C19 act – increases human CYP2C19 enzyme activity; P33261; 96,000 tested, under 10 active; activation factor at 5 µM; recombinant CYP2C19, luciferin-H EGE luminescence; stronger effect = higher value; 0 = fully inhibited enzyme, 1 = untreated enzyme;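 active = activation factor of at least 2 at 5 µM in the primary screen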;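 note: 0 = wells with 2.5 mM tranylcypromine and 1 = vehicle-only wells; values of inactives mirror those of a sister screen read the other way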
# An asterisk follows results filed as active; · = not tested or not shown. Outcome played no part in choosing rows (roughly 29% active in at least one column).
mol,PLAP act,CYP2C9 act,CYP2C9 inhib,CYP2C19 inhib,Rev-RRE block,EphB4 antag,PLK1 inh,PLK1 PBD inh,CYP2C19 act
Cc1ccc(OCc2nnc(SCC(=O)c3cccs3)n2-c2ccccc2)cc1C,1,1,4,8,-1,-1,-13,5,0.9
CC(=O)Nc1cc(C(F)(F)F)ccc1N1CCOCC1,1,1.1,-6,-1,2,-4,-9,2,1
O=C(CCCn1c(=O)c2sccc2n(Cc2cc(=O)n3ccccc3n2)c1=O)NCc1ccco1,1.4,0.3,66*,16,·,·,·,·,0.8
COc1cccc(-n2nnc3c(=O)n(CC(=O)N4CCCCC4)cnc32)c1,1.2,1.2,-21,3,2,-7,-8,-1,1
O=C1CCC(C(=O)NCc2cccnc2)N1 (stereo unspecified),·,·,·,·,2,1,-14,16,·
Cc1ccc2c(c1)c1nc3ccccc3nc1n2CCN1CCOCC1,1.3,0.6,40,24,·,·,·,·,0.8
CCCC(=O)O[C@H]1C[C@@H](C)N(C(=O)c2ccccc2)c2ccc(C)cc21,1.5,0.4,63*,58*,-6,3,-3,-16,0.4
O=C(Nc1nccs1)c1ccc(COc2ccc(Cl)cc2)o1,1,1.1,-10,-13,13,2,2,-17,1.1
CCCCC(O)CN1CCC(c2ccccc2)CC1 (stereo unspecified),1.1,0.9,6,2,7,1,-6,3,1
CC1CCCC(C)N1C(=O)c1cccc2c1-c1ccccc1/C2=N/O (stereo unspecified),·,·,·,·,11,7,-8,13,·
CN1CCN(C(=O)C2(NC(=O)NCc3ccccc3)CCCCC2)CC1,·,·,·,·,4,-1,-8,-8,·
COCCn1nnnc1CN(CCc1ccccc1)Cc1cc2cc(OC)ccc2[nH]c1=O,·,·,·,·,5,0,-11,-9,·
O=C(Nc1ccc(OCc2ccccc2)cc1)c1cccnc1,0.9,0.7,26,11,6,0,-6,-25,0.9
Oc1ccc2ccccc2c1CN1CCN(c2ccccc2)CC1,1.1,1.5,-50,23,6,7,-6,-3,0.8
O=C(OCC(=O)N1CCC(Cc2ccccc2)CC1)c1ccc[nH]c1=O,1.1,0.9,14,1,4,1,-22,-11,1
Cc1cc(C(=O)COC(=O)CCCN2C(=O)c3ccccc3C2=O)c(C)n1C,1.2,1.2,-21,-1,-2,-4,-4,-20,1
Cc1cccc(NC(=S)/N=C(\N)Nc2nc(C)c3ccc(C)cc3n2)c1,1.1,1.1,-12,-2,-3,-10,-5,0,1
COc1ccccc1C(=O)Nc1ccc(NC(=O)c2ccco2)c(C)c1,1.1,2.8*,-177,46,5,1,-10,-22,0.5
COc1cc(NC(=O)c2nnn(Cc3ccc(SC)cc3)c2N)cc(OC)c1,0.8,0.9,13,7,15,-10,2,7,0.9
c1coc(CNc2c3c(nc4ncnn24)CCCC3)c1,0.8,0.9,13,10,·,·,·,·,0.9
CC1CC(OCC(O)CN2CCN(Cc3ccccc3)CC2)CC(C)(C)C1 (stereo unspecified),·,·,·,·,-2,-7,-19,-24,·
C=C(C)C1CC=C(C)/C(=N/NC(=O)c2ccc(NC(=O)c3cccc(C)c3)cc2)C1 (stereo unspecified),0.9,0.4,62*,59*,0,9,-12,-18,0.4
CCCn1nnnc1SCC(=O)N1CCCc2ccccc21,1.1,0.8,19,83*,0,-7,-7,2,0.2
O=C(Nc1ccc(Cl)cc1)OCCn1nnnc1C(c1ccccc1)N1CCOCC1 (stereo unspecified),1.5,0.4,65*,35,4,-2,-4,-22,0.7
O=C(COC(=O)Cc1ccc(S(=O)(=O)N2CCOCC2)s1)Nc1ccc2c(c1)OCO2,1.1,0.8,21,8,-1,-3,-16,-7,0.9
C=CCSc1nc2ccccc2n1C(=O)/C=C/c1ccc(OC)c(OC)c1,1.1,0.7,34,28,2,11,-8,-4,0.7
OCCN1CCN(c2nc(-c3ccccc3)c3cc(Cl)ccc3n2)CC1,1.4,0.8,17,5,3,-10,-8,-36,0.9
Cc1ccc(NC(=O)c2ccc3c(c2)N(CC(=O)N2CCCCC2)C(=O)C(C)(C)O3)cc1,1.6,0,99*,58*,-1,-4,-1,11,0.4
COc1ccc(NC(=O)CNS(=O)(=O)c2cccs2)c(OC)c1,1.4,0.6,40,57*,1,4,-3,-8,0.4
O=S(=O)(/N=C(\c1ccccc1)N1CCOCC1)c1cccs1,1,1,-1,-4,9,4,-10,11,1
Cc1ccc(-c2ccc(CCC(=O)O)n2Cc2ccco2)cc1,1.6,0.4,57*,32,1,-1,-26,0,0.7
O=C(CCN1CCOCC1)Nc1cccc(Br)c1,0.7,1,4,9,·,·,·,·,0.9
COc1ccc(CNC(=O)c2cc(-c3ccccc3O)n[nH]2)cc1,1.1,1.2,-19,-20,0,-3,-7,-2,1.2
CC(=O)Nc1c(C(=O)N2CCCCCC2)cnn1-c1ccccc1,0.9,1.1,-10,-4,5,1,-10,19,1
Cc1n[nH]c(=S)c2nn(-c3cccc(Cl)c3)c(C)c12,1.1,0.7,30,4,14,-3,-8,-13,1
CCOC(=O)c1sc2ncnc(NCC(c3cccs3)N(C)C)c2c1C (stereo unspecified),1.5,0.9,9,58*,14,8,9,12,0.4
CCOC(=O)c1[nH]c2ccc(Br)cc2c1NC(=O)CCN1CCCCC1,1.8,0.8,19,9,8,-2,2,-1,0.9
COC(=O)c1cc(OC)c(OC)cc1NC(=O)c1cc(-c2ccccc2)nc2ccccc12,0.9,1,5,-7,-1,-2,-8,4,1.1
O=C(c1ccc2ccccc2c1)N1CCN(c2ccccc2)CC1,0.9,1.1,-9,62*,12,-1,-16,-17,0.4
Cc1cc(N2CCOCC2)nc(NCc2ccccc2)n1,1.1,1,-2,74*,5,-9,-9,-7,0.3

# Results in CYP2C19 act, for some of the entries so far:
smiles | CYP2C19 act
CCCC(=O)O[C@H]1C[C@@H](C)N(C(=O)c2ccccc2)c2ccc(C)cc21 | 0.4
O=C(Nc1nccs1)c1ccc(COc2ccc(Cl)cc2)o1 | 1.1

# Next section
mol,PLAP act,CYP2C9 act,CYP2C9 inhib,CYP2C19 inhib,Rev-RRE block,EphB4 antag,PLK1 inh,PLK1 PBD inh,CYP2C19 act
C=CCn1c(SCC(=O)NCc2ccccc2)nnc1-c1cc(Br)ccc1O,1.8,0,98*,92*,0,3,-11,-4,0.1
CC12C=CC3(O1)C(C(=O)N(c1ccccc1)C3C(=O)NC1CCCC1)C2C(N)=O (stereo unspecified),·,·,·,·,1,-6,-9,9,·
CCN(CC)C(=O)CSc1nnc(-c2ccc(F)cc2)n1N,0.9,1.1,-6,-4,7,9,-7,10,1
CCCCS(=O)(=O)Nc1ccc2ncn(C)c(=O)c2c1,1,0.7,29,40,3,2,-2,5,0.6
CCOc1ccc2[nH]c(=O)c(CN(Cc3ccccc3OC)C(=O)c3ccccc3)cc2c1,0.8,0.6,44,27,6,-7,2,-5,0.7
CN(C(=O)c1ccccc1)c1ccc(OCC(=O)NC2CCS(=O)(=O)C2)cc1 (stereo unspecified),1,1,0,8,6,-1,-11,-7,0.9
COC(=O)c1nonc1NCn1nnc2ccccc21,1,1.1,-9,28,0,3,-8,22,0.7
Cc1cc(NC(c2ccc(Cl)cc2)c2ccc3cccnc3c2O)no1 (stereo unspecified),2*,1,-2,-8,8,16*,-2,13,1.1
CC1CN(C(=O)c2cnn3c(C(F)F)cc(-c4ccccc4)nc23)CC(C)O1 (stereo unspecified),1.4,0.8,18,26,5,0,-9,-16,0.7
COc1ccc(N(CC(=O)NC(C)(C)C)S(=O)(=O)c2ccccc2)cc1OC,1,0.9,10,7,1,-8,-14,-1,0.9
CC(Oc1ccccc1)C(=O)Nc1ccc(S(=O)(=O)N2CCOCC2)cc1 (stereo unspecified),1.4,0.6,44,4,5,3,0,-17,1
CCOc1cc(C(=O)NCc2ccc(-c3nc4ccccc4o3)cc2)cc(OCC)c1OCC,1,0.9,12,13,3,-4,-15,-21,0.9
CCC(O)(CCN1CCCCC1)c1ccccc1 (stereo unspecified),1,1,4,-7,5,-4,-6,-8,1.1
CC(Sc1cccc(C(F)(F)F)c1)C(=O)NC(N)=O (stereo unspecified),1.4,2.4*,-142,-5,·,·,·,·,1.1
CCCCc1ccc(NS(=O)(=O)c2cccs2)cc1,1.2,0.4,59*,49,17,6,-7,5,0.5
Cc1cc(C)nc(N2CCCC(C(=O)NCCc3ccc(F)cc3)C2)n1 (stereo unspecified),0.9,1.5,-54,19,9,5,-8,-3,0.8
CC(C)(C)c1cc(N/C=C\c2nnnn2-c2ccc(Br)cc2)no1,·,·,·,·,2,2,-15,-15,·
COc1ccc(OC)c(C2CC(=O)N3CN(c4cccc(Cl)c4)CSC3=C2C#N)c1 (stereo unspecified),1,0.1,90*,70*,10,4,-2,0,0.3
COc1cccc(CC(C(=O)Nc2cc(C)ccc2C)c2nn[nH]n2)c1OC (stereo unspecified),1.1,1,-3,7,2,-2,-9,-24,0.9
N#Cc1nc(Cc2cccc3ccccc23)oc1NCc1ccc(F)cc1,0.9,0.1,90*,52*,8,-5,4,-10,0.5
COc1ccc(C)cc1NC(=O)CCS(=O)(=O)c1cccc2nonc12,0.8,0.7,35,82*,-2,-5,-8,-3,0.2
Cc1cc(N2CCN(C(=O)c3ccco3)CC2)n2nc(C)c(-c3ccc(Cl)cc3)c2n1,1.7,0.8,19,28,·,·,·,·,0.7
CCCn1c(C)cc(/C=C(\C#N)C(=O)OCC(=O)NC(=O)NC(C)(C)C)c1C,1.1,1.1,-9,-2,5,1,1,-23,1
O=S(=O)(NCCC1=CCCCC1)c1cccc(S(=O)(=O)N2CCOCC2)c1,1.3,0.2,75*,76*,2,-3,-4,8,0.2
CC(C)(C)c1cc(NS(=O)(=O)c2ccc3c(c2)OCCO3)on1,·,·,·,·,6,5,-15,12,·

# Part of the list above in order of molar mass, highest first.
mol,PLAP act,CYP2C9 act,CYP2C9 inhib,CYP2C19 inhib,Rev-RRE block,EphB4 antag,PLK1 inh,PLK1 PBD inh,CYP2C19 act
COc1ccc(OC)c(C2CC(=O)N3CN(c4cccc(Cl)c4)CSC3=C2C#N)c1 (stereo unspecified),1,0.1,90*,70*,10,4,-2,0,0.3
Cc1cc(N2CCN(C(=O)c3ccco3)CC2)n2nc(C)c(-c3ccc(Cl)cc3)c2n1,1.7,0.8,19,28,·,·,·,·,0.7
CC(C)(C)c1cc(N/C=C\c2nnnn2-c2ccc(Br)cc2)no1,·,·,·,·,2,2,-15,-15,·

# Complete entries as entered above. Order of screens: PLAP act	CYP2C9 act	CYP2C9 inhib	CYP2C19 inhib	Rev-RRE block	EphB4 antag	PLK1 inh	PLK1 PBD inh	CYP2C19 act
# C=C(C)C1CC=C(C)/C(=N/NC(=O)c2ccc(NC(=O)c3cccc(C)c3)cc2)C1 (stereo unspecified) reads 0.9	0.4	62*	59*	0	9	-12	-18	0.4
# N#Cc1nc(Cc2cccc3ccccc23)oc1NCc1ccc(F)cc1 reads 0.9	0.1	90*	52*	8	-5	4	-10	0.5
